# Bioassay records (PubChem)
# IEC-6 tox = IEC-6 cytotoxicity, counter-screen for KLF5 inhibitors; actives 0.78% (n = 290,000); inhibition, % at 5 µM; luminescence viability; AID 1825; in the data active = inhibition above about 22%;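 also: 0% = plate median of test compound wells and 100% = cytotoxic reference compound wells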
# HSF-1 act = increases HSF-1 driven luciferase reporter signal; AID 504408; actives 1.7% (n = 300,000); NIH3T3-HGL HSF-1 luciferase reporter, MG132, 8 h; 100% = twice DMSO control signal; activation, % at 9 µM;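 active = mean replicate activation of at least 50% with a set share of replicates each reaching 50%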;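 also: 0% = median of the neutral control wells and 100% = twice that signal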
# aSyn UTR inh = 5' untranslated region of α-synuclein, MLPCN primary screen | alpha-synuclein 5'UTR reporter, inhibitor activity | inhibition, % (tested at 7.5 µM) | actives 0.82% (n = 300,000); in the data active = inhibition above about 60%;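 also: H4 neuroglioblastoma cells stably carrying SNCA 5'UTR luciferase fusion; 0% = DMSO wells and 100% = positive control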
# GSK3beta inhib = human GSK3beta kinase inhibition. P49841. GST-GSK3beta kinase, ADP-Glo luminescence, 60 min; active compounds read low. activity score (negative = inhibition), % at 10 µM. actives 0.038% (n = 300,000);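 active = more than half of replicate wells score below -50%, meaning over 50% inhibition versus plate controls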;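 also: 0% = median DMSO wells and -100% = median GW8510 positive control wells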
# Target sequence (P49841 whole entry, looked up): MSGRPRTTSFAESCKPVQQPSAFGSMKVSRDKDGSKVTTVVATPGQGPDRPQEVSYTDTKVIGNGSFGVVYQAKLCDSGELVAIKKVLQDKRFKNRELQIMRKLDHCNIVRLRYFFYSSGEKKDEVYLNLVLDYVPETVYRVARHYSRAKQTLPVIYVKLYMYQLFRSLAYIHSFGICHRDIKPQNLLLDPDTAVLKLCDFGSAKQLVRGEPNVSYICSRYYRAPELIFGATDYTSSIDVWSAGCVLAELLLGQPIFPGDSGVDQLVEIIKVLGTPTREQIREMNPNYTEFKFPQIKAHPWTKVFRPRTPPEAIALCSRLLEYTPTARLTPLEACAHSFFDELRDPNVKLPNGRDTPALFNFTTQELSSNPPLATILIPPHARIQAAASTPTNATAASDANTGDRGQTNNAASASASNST
#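 Test system: GST-tagged human GSK3beta kinase, cell-free; evaluation: activity score scaled between in-plate DMSO and GW8510 controls; measured by: ADP-Glo luminescence; incubation: 60 min reaction, RT; benchmarks: DMSO and 20 µM GW8510; reagent: peptide substrate plus 25 µM ATP (final); medium: Tris/MgCl2 kinase buffer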
# GSK3A inh = blocks human GSK-3 alpha kinase; P49840; ADP-Glo luminescence, 60 min; AID 2650; actives 0.1% (n = 320,000); inhibition, % at 10 µM;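 in the data active = inhibition above about 50%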;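 also: GST-tagged GSK-3 alpha with peptide substrate and 25 µM ATP; 0% = DMSO neutral wells and 100% = GW8510 positive control wells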
# Target sequence (P49840 whole entry, looked up): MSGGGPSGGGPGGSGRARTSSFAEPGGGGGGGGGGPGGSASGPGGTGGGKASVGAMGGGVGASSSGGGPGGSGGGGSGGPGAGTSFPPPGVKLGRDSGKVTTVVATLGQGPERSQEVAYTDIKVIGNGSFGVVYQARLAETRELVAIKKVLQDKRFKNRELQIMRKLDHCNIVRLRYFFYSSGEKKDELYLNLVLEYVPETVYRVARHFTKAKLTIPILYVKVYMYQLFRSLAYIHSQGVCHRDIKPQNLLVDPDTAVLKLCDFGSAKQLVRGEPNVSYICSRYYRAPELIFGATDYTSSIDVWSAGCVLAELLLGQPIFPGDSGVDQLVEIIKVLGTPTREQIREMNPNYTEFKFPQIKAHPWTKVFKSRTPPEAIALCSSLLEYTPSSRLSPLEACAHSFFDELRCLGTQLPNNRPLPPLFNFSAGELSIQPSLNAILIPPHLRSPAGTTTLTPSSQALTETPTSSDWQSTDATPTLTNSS
# KLF5 inh = suppresses KLF5 promoter-driven expression | DLD-1 KLF5 promoter-luciferase reporter, luminescence | inhibition, % at 5 µM | actives 0.23% (n = 290,000) | AID 1700;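 active = inhibition above a per-plate limit of that plate's mean compound inhibition plus 3 SD, cut at about 60% in these data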;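 also: 0% = DMSO wells and 100% = LY294002 at 200 µM; higher means less KLF5 promoter-driven luciferase light; inactives centre near -14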
# HSF1 inh = HSF1 inhibition; actives 0.77% (n = 300,000); NIH3T3-HGL HSE-luciferase, MG132-induced, luminescence 8 h; active compounds read low; AID 2098; activity change, negative = inhibition, % at 7.5 µM (by protocol);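 active = more than half of replicate wells show activity change below -50%, luminescence cut by over half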;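 also: luciferase reports HSF-1 transcriptional activity via heat shock element; 0% = median of DMSO wells and -100% = zero luminescence signal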
# AI-2 QS mod = modulators of Vibrio harveyi AI-2 quorum sensing system | Vibrio harveyi JMH597 AI-2 luminescence/OD600 ratio, 9 h; active compounds read low; strain lacks LuxN and CqsS sensors; 0 = neutral-control median | activity change, % at 7.5 µM | actives 0.4% (n = 300,000); in the data active = activity change below about -75%, passing the limit was not always enough;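 also: luminescence divided by OD600 gain over 9 h not by final OD600 alone; inactives centre near 13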
# PolyA inhibitor = blocks polyadenylation in yeast reporter cells; S. cerevisiae SKY197-pL101 polyadenylation reporter, beta-gal luminescence; efflux-impaired pdr1/pdr3 knockout yeast; score 100 = 6 SD above DMSO; calls only at 12 µM; actives 0.02% (n = 300,000); AID 1875;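 active = lowest replicate activity score at least 50, where 100 means six control SD above control mean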;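 also: yeast exposed to compound for 9 h at 30 °C; higher score means more reporter readthrough which indicates perturbed polyadenylation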
# HSP90 inh = inhibitors of HSP90 luciferase refolding in rabbit reticulocyte lysate. inhibition, % at 5.6 µM. luciferase refolding luminescence, 3 h. actives 0.91% (n = 290,000). AID 1789;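 active = inhibition above the screen-wide mean plus 3 SD, computed separately per campaign, cut at about 16% in these data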;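 also: 0% = DMSO wells and 100% = 60 µM geldanamycin wells; inhibitors lower the luminescence because luciferase stays unfolded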
# Starred values were filed as active, the others as inactive; i = inactive; nt = no result given. This is a subset; count on the stated rates, not on these rows.
SMILES,IEC-6 tox,HSF-1 act,aSyn UTR inh,GSK3beta inhib,GSK3A inh,KLF5 inh,HSF1 inh,AI-2 QS mod,PolyA inhibitor,HSP90 inh
O=C(NCc1ccccc1)C1CCCC1,-1,-72,10,0,6,-5,-62*,23,i,0
COc1cc(C(=O)OCC(=O)Nc2cc(-c3cc(C)c(C)cc3C)nn2-c2ccccc2)cc(OC)c1OC,-8,23,14,0,-1,2,13,50,i,3
Cc1c(CCC(=O)NCC(=O)O)c(=O)oc2cc3occ(-c4ccccc4)c3cc12,-10,-1,10,2,7,-30,0,43,i,0
CS(=O)(=O)N1CCN(c2nc3ccc(Cl)cc3s2)CC1,5,33,-99,0,0,-15,10,13,i,-3
CCN(CC)C(=O)C[n+]1cccc(C(N)=O)c1,1,23,10,2,1,-6,3,17,i,0
CCOc1nc(C#N)nc(N2CCCCC2)n1,-5,17,-2,0,nt,-23,5,22,i,0
COc1ccc(OC)c(S(=O)(=O)NCCCc2ccccc2)c1,4,7,-12,-1,1,-4,0,1,i,4
O=C(CCn1cncn1)N1CCN(S(=O)(=O)c2ccc(Cl)cc2)CC1,1,0,-19,-4,0,-5,7,27,i,-2
CN(C)/C=C(\C#N)C(=O)Nc1ccc(F)cc1,-1,6,-96,0,-2,-60,3,26,i,-2
COc1ccc(O)c(-c2cc(-c3ccccc3[N+](=O)[O-])[nH]n2)c1,-5,18,-45,-1,10,-15,4,2,i,-6
CCOc1ccc(S(=O)(=O)N2CCC(C(=O)NC3CC3)CC2)cc1Cl,5,13,13,0,-1,-21,1,39,i,-3
CC(=O)c1ccc2c(c1)OCCOCCOCCOCCOCCO2,-2,-20,2,4,-3,-36,-4,20,i,-3
CCCCc1ccc(Nc2nc(CCC)cc(=O)[nH]2)cc1,4,-2,0,1,0,-2,1,-2,i,-3
CC(C)NC(=O)CSc1nc2[nH]ncc2c(=O)[nH]1,-2,-8,9,-4,-1,1,-9,24,i,-2
O=C(CCN1C(=O)C2C3C=CC(C3)C2C1=O)Nc1ccccc1F (centres undefined),-2,-5,8,-1,6,-7,1,18,i,0
CCOC(=O)c1ccccc1NC(=O)CSc1nnc(C)c(=O)[nH]1,-1,2,12,-1,-4,-27,-6,4,i,3
Cc1csc(=O)n1CC(=O)OCC(=O)Nc1ccc(Cl)cc1F,nt,-4,-3,2,-1,nt,-1,16,i,nt
COc1ccc(OC)c(S(=O)(=O)N2CCC3(CC2)CC(=O)c2ccccc2O3)c1,nt,7,11,0,2,nt,-2,15,i,nt
CC(C)[C@H](NC(=O)N1CCn2c1nc1ccccc12)C(=O)N[C@@H](Cc1ccccc1)C(=O)O,-7,5,11,2,3,-35,-3,31,i,-3
CCOC(=O)N1CCN(C(=O)CN(C2CCCCC2)S(=O)(=O)c2ccc(F)cc2)CC1,-5,-13,19,0,2,-32,-9,12,i,2

# As a working copy, three of the compounds above:
SMILES,IEC-6 tox,HSF-1 act,aSyn UTR inh,GSK3beta inhib,GSK3A inh,KLF5 inh,HSF1 inh,AI-2 QS mod,PolyA inhibitor,HSP90 inh
COc1ccc(OC)c(S(=O)(=O)N2CCC3(CC2)CC(=O)c2ccccc2O3)c1,nt,7,11,0,2,nt,-2,15,i,nt
CC(C)[C@H](NC(=O)N1CCn2c1nc1ccccc12)C(=O)N[C@@H](Cc1ccccc1)C(=O)O,-7,5,11,2,3,-35,-3,31,i,-3
CCOC(=O)N1CCN(C(=O)CN(C2CCCCC2)S(=O)(=O)c2ccc(F)cc2)CC1,-5,-13,19,0,2,-32,-9,12,i,2

# New compounds follow
SMILES,IEC-6 tox,HSF-1 act,aSyn UTR inh,GSK3beta inhib,GSK3A inh,KLF5 inh,HSF1 inh,AI-2 QS mod,PolyA inhibitor,HSP90 inh
O=C(O)Cn1nc2ccccc2n1,2,-21,17,-1,-4,-25,10,10,i,1
COc1ccc(NC(=O)CCc2nnc3ccc(N4CCC5(CC4)OCCO5)nn23)cc1,0,-1,-12,0,-4,-34,-3,-9,i,0
COc1ccc(-n2sc3c(c2=S)-c2cc(OC)ccc2NC3(C)C)cc1,-2,5,-1,1,-1,-14,-3,3,i,-1
COc1ccc(C2c3ccsc3CCN2C(=O)NC(C)(C)C)cc1 (centres undefined),11,-28,-9,6,-7,6,-13,7,i,0
CN(CC(=O)Nc1c(Cl)cccc1Cl)C(=O)C1=COCCO1,nt,7,9,-5,-2,nt,0,13,i,nt
CC(C)n1cc(C(N)=S)c(=O)n(Cc2ccccc2)c1=O,2,12,23,-1,6,1,-4,25,i,0
CC1CCCCN1C(=O)CSc1ccc(-c2ccc(F)cc2)nn1 (centres undefined),4,31,-76,-3,1,-90,14,37,i,2
COC(=O)c1ccccc1NS(=O)(=O)c1ccc2[nH]c(=O)[nH]c2c1,0,-12,39,3,-1,-19,-2,10,i,7
Cc1cc(N2CCN(S(=O)(=O)c3ccccc3)CC2)nc2c(C)cccc12,6,10,9,-1,-3,-10,6,4,i,-2
CCc1nnc(NC(=O)c2ccc(OCc3c(C)noc3C)c(OC)c2)s1,4,-15,-7,3,-1,0,-10,11,i,1
CN(C)CCN(C(=O)c1ccc2ccccc2c1)c1nc2ccc(F)cc2s1,2,10,-17,1,0,-15,15,11,i,-7
NS(=O)(=O)c1cccc(C(=O)NC2CCSc3ccccc32)c1 (centres undefined),-3,12,3,1,3,-25,4,31,i,4
O=C(N/N=C/c1cccc2cccnc12)[C@H]1C[C@@H]1c1ccccc1,1,8,10,-3,-3,-13,-3,-2,i,0
Cc1ccc(NC(=O)CSc2nnc(C)c(=O)n2N)cc1,1,46,6,-3,-1,-19,6,5,i,3
COc1ccc(SCC(=O)Nc2ccccc2Cl)cc1,-6,-9,-15,2,-2,5,2,10,i,-1
Cc1ccc(CNC(=O)/C=C/c2ccc(S(=O)(=O)N3CCOCC3)cc2)cc1,3,4,-5,1,1,-17,4,31,i,3
Cc1sc2nc(CN3CCOCC3)nc(Oc3ccc(NC(=O)c4ccco4)cc3)c2c1C,5,3,13,0,0,-51,3,-4,i,1
CCC(=O)c1ccc(OCC(=O)OCC(=O)Nc2c(C)n(C)n(-c3ccccc3)c2=O)cc1,nt,3,5,3,-1,nt,-5,5,i,nt
O=C(NCCCN1CCOCC1)/C(=C/c1cccs1)NC(=O)c1ccccc1,1,10,5,-3,4,-19,2,2,i,0
COC(=O)CC(NC(=O)c1ccc(C)cc1)c1ccc2c(c1)OCO2 (centres undefined),3,-7,5,3,-4,-6,-4,-1,i,-1

# Complete entries, quoted from the list. Screens in order: IEC-6 tox	HSF-1 act	aSyn UTR inh	GSK3beta inhib	GSK3A inh	KLF5 inh	HSF1 inh	AI-2 QS mod	PolyA inhibitor	HSP90 inh
# COc1ccc(NC(=O)CCc2nnc3ccc(N4CCC5(CC4)OCCO5)nn23)cc1 is listed as 0	-1	-12	0	-4	-34	-3	-9	i	0
# O=C(O)Cn1nc2ccccc2n1 is listed as 2	-21	17	-1	-4	-25	10	10	i	1
# O=C(N/N=C/c1cccc2cccnc12)[C@H]1C[C@@H]1c1ccccc1 is listed as 1	8	10	-3	-3	-13	-3	-2	i	0

# (listing goes on)
SMILES,IEC-6 tox,HSF-1 act,aSyn UTR inh,GSK3beta inhib,GSK3A inh,KLF5 inh,HSF1 inh,AI-2 QS mod,PolyA inhibitor,HSP90 inh
O=C(CCn1cccc1)NC1CCCc2ccccc21 (centres undefined),-4,-3,9,1,-1,10,-1,-2,i,-3
CC(C)N(C(=O)NC(=O)NCC1CCCO1)S(C)(=O)=O (centres undefined),4,24,11,2,5,-21,0,-8,i,-2
COCc1cc(C)nc(NC2CC(C)(C)NC(C)(C)C2)c1C#N,-1,34,12,-1,12,-25,-5,17,i,4
O=C(c1c[nH]c2ccccc12)C(O)C(c1ccccc1)N1CCOCC1 (centres undefined),-3,-9,-13,1,-3,-11,-6,10,i,-3
COc1ccc(OC)c(S(=O)(=O)NCc2cn3ccsc3n2)c1,-3,-24,-4,1,-2,-10,-7,8,i,-1
Cn1c(=O)c2c(ncn2Cc2ccc(Cl)c(Cl)c2)n(C)c1=O,4,3,31,-4,-3,11,4,31,i,1
CN1CCc2c1nc1ccccc1c2NC(=O)CN1CCCC1,-8,3,12,-2,0,-13,-3,22,i,-6
NC(=O)CN1CCOCCN(CC(N)=O)CCOCC1,nt,-17,23,-1,-4,nt,-3,3,i,nt
COCCN(CC1CCCN(C2Cc3ccccc3C2)C1)C(=O)CCC(N)=O (centres undefined),-2,27,-4,0,0,-17,0,4,i,0
Cn1c(=O)c2c(nc(CN3CCOCC3)n2CC(=O)c2ccccc2)n(C)c1=O,7,8,0,0,-3,-15,-3,5,i,0
O=S(=O)(c1ccc(S(=O)(=O)N2CCCC2)cc1)N1CCCCCC1,-9,-17,-8,3,1,1,-3,-2,i,-5
C/C(=N/NS(=O)(=O)c1ccc(C)cc1)c1c(O)c2ccccc2oc1=O,7,-7,2,3,-2,7,-5,-2,i,3
COCCCNCCOCCOc1ccc(C)cc1Br,1,13,16,1,nt,5,-6,12,i,-1
O=C(CCn1c2c(c3ccccc31)CCCC2)NNC(=O)c1cccc([N+](=O)[O-])c1,-1,5,20,3,2,9,-5,15,i,-2
O=c1c2ccccc2c(-c2ccccc2)nn1Cc1ccccc1,0,8,19,-1,-1,5,-1,32,i,-4
CC(=O)c1cccc(-n2nnnc2SCC(=O)N2CCCC2)c1,-6,-2,6,-6,1,-17,-7,38,i,-5
O=C(CC(c1ccc(F)cc1)c1ccco1)N1CCOCC1 (centres undefined),-3,-10,10,1,-2,-27,-9,14,i,0

# Ordered by the number under GSK3beta inhib (lowest first): some entries from above
smiles	HSF-1 act	aSyn UTR inh	GSK3beta inhib	GSK3A inh	KLF5 inh	HSF1 inh	AI-2 QS mod	PolyA inhibitor	HSP90 inh
Cn1c(=O)c2c(nc(CN3CCOCC3)n2CC(=O)c2ccccc2)n(C)c1=O	8	0	0	-3	-15	-3	5	i	0
COc1ccc(OC)c(S(=O)(=O)NCc2cn3ccsc3n2)c1	-24	-4	1	-2	-10	-7	8	i	-1
COc1ccc(SCC(=O)Nc2ccccc2Cl)cc1	-9	-15	2	-2	5	2	10	i	-1

# A second format for part of the listing above.
mol	IEC-6 tox	HSF-1 act	aSyn UTR inh	GSK3beta inhib	GSK3A inh	KLF5 inh	HSF1 inh	AI-2 QS mod	PolyA inhibitor	HSP90 inh
CC(=O)c1cccc(-n2nnnc2SCC(=O)N2CCCC2)c1	-6	-2	6	-6	1	-17	-7	38	i	-5
NC(=O)CN1CCOCCN(CC(N)=O)CCOCC1	nt	-17	23	-1	-4	nt	-3	3	i	nt
COCCN(CC1CCCN(C2Cc3ccccc3C2)C1)C(=O)CCC(N)=O (centres undefined)	-2	27	-4	0	0	-17	0	4	i	0
O=C(CC(c1ccc(F)cc1)c1ccco1)N1CCOCC1 (centres undefined)	-3	-10	10	1	-2	-27	-9	14	i	0
Cn1c(=O)c2c(ncn2Cc2ccc(Cl)c(Cl)c2)n(C)c1=O	4	3	31	-4	-3	11	4	31	i	1
